# Compound activity (PubChem)
# bovine MsrA act: activators of bovine methionine sulfoxide reductase A; purified bovine MsrA, absorbance read-out; activation, % at 10.6 µM; hit rate 0.3% among 360,000; AID 602163; in the data active = activation above about 7.5%;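 note: 0% = vehicle and 100% = reference activator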
# Rpn11 block: Rpn11 (human) deubiquitinase inhibition | human 26S proteasome, Ub4-pepOG fluorescence polarization; 20S core pre-blocked with epoxomicin | hit rate 0.59% among 360,000 | calls only at 20 µM | O00487;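 active = inhibition at 20 µM, scaled to each plate's controls, above about 33%, limit read from the data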
# Target sequence (O00487 whole entry, looked up): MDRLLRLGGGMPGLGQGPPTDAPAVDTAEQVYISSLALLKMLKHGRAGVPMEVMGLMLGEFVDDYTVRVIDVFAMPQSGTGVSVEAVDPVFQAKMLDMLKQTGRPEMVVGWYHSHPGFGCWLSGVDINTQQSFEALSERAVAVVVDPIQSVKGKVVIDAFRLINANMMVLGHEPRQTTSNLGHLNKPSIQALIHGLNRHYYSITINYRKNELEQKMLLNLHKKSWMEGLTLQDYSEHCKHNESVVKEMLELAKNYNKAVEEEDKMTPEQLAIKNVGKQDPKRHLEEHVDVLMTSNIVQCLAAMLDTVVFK
# MT1-MMP act inh: blocks activation of human MT1-MMP. P50281. HT1080 RFP-PRO-GFP cells, GFP/RFP ratio fluorescence, overnight; percent of plate control window, DMSO zero. GFP/RFP ratio change, % at 20 µM. hit rate 0.061% among 360,000;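 active = GFP/RFP ratio change of at least 30% with cell ATP level not reduced by more than half and red fluorescence within 50% of control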; note: strong numbers were not always called active
#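 Assay system: RFP-PRO-GFP reporter HT1080 cells; read-out basis: GFP/RFP fluorescence ratio; benchmarks: DMSO wells and RFP-L50D-GFP cells; doses: 20 µM single dose, 1% DMSO; schedule: overnight cell settling, then overnight compound exposure, 37 °C, 5% CO2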
# FAS TE block: FAS thioesterase (human) inhibition; P49327; hit rate 0.67% among 360,000; inhibition, % at 15 µM; recombinant FAS-TE, OMFH fluorogenic substrate, fluorescence endpoint;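 active = compounds whose normalised, plate-corrected inhibition of enzyme fluorescence in the single-dose primary screen is 50% or more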;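 note: 0% = DMSO with enzyme and 100% = substrate without enzyme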
# CSN deneddyl inh: CSN deneddylation inhibition | Q92905 | Purified CSN, SCF-Nedd8-OG deneddylation, fluorescence polarization | hit rate 0.38% among 360,000 | inhibition, % at 12.5 µM;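 active = pattern-corrected inhibition above about 35%, with an unprinted fluorescence ratio check between 0.5 and 1.5, limit read from the data, passing the limit was not always enough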;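 note: 0% = enzyme with substrate and 100% = substrate without enzyme; some results filed as inactive read as strong as hits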
# Target sequence (Q92905 whole entry, looked up, one chain of several): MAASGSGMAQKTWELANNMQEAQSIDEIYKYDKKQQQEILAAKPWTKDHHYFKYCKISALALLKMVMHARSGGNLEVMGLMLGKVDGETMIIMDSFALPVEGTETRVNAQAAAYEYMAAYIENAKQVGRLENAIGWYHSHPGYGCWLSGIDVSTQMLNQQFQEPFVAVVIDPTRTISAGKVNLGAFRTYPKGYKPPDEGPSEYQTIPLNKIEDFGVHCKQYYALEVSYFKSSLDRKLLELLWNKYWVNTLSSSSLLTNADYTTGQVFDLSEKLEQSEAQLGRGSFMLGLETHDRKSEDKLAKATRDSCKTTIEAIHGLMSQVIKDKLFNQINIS
#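 Detection – fluorescence polarization · System – HEK293T-derived human Csn5 enzyme · Controls – substrate-only high control, full reaction low control · Timing – 90 min, room temperature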
# E coli Lon inh: inhibitors of E. coli Lon protease. purified E. coli Lon protease, fluorescence polarization. hit rate 0.42% among 360,000. inhibition, % at 7.94 µM. P0A9M0; in the data active = inhibition above about 13%, passing the limit was not always enough;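 note: 0% = enzyme with probe and DMSO and 100% = no enzyme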
# PABP1 MLLE inh: inhibitors of microRNA-mediated deadenylation, human PABP1 MLLE binding. GST-MLLE / FITC-PAM2 fluorescence polarization. inhibition, % at 20 µM. hit rate 0.36% among 360,000; in the data active = inhibition above about 35%, passing the limit was not always enough;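 note: plate controls were DMSO wells with GST-MLLE for no effect and wells lacking GST-MLLE protein for full effect; some results filed as inactive read as strong as hits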
# MsrA inh: inhibitors of bovine MsrA; purified bovine MsrA, absorbance read-out; inhibition, % at 15.5 µM; hit rate 0.75% among 360,000; AID 651718; in the data active = inhibition above about 4.5%;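 note: 0% = vehicle wells with enzyme and 100% = reference inhibitor wells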
# Rin1 Abl inh: blocks binding of human Rin1 to Abl | P00519+Q13671 | TR-FRET Rin1/Abl binding, biochemical | inhibition, % at 7.35 µM | hit rate 0.4% among 360,000; in the data active = inhibition above about 5%, passing the limit was not always enough
# The depositor's hits bear a star; i = inactive; . = no result given.
SMILES,bovine MsrA act,Rpn11 block,MT1-MMP act inh,FAS TE block,CSN deneddyl inh,E coli Lon inh,PABP1 MLLE inh,MsrA inh,Rin1 Abl inh
Cc1cc(NS(=O)(=O)c2ccc(NC(=O)Nc3cccc(C(F)(F)F)c3)cc2)no1,-2,i,2,5,5,3,-9,-0.4,2
COc1ccc(-c2ccc(C(=O)NCC3CC3)c3occc23)c(C)c1,-2,i,0,15,3,9,-1,0.0,3
CC1(C)C2CCC1(CS(=O)(=O)N1CCC(C(N)=O)CC1)C(=O)C2 (configuration not stated),-3,i,-3,-2,3,-1,-6,1.9,2
Cc1ccc(NC(=O)Cn2c(=O)n(Cc3ccco3)c(=N)c3c4c(sc32)COC(C)(C)C4)cc1,-12,i,-3,7,-4,4,-83,-0.7,2
Cc1cc(SC(C)C(=O)Nc2c(C)n(C)n(-c3ccccc3)c2=O)nc2ccccc12 (configuration not stated),-1,i,-3,-4,3,-5,21,0.1,-2
CCOC(=O)Nc1ccc2c(CN3CCC(C(=O)OC)CC3)cc(=O)oc2c1,-3,i,0,3,-2,-4,13,2.1,0
COc1cc(-c2nnc(NC(=O)CCS(=O)(=O)c3ccccc3)o2)cc(OC)c1OC,-2,i,5,-2,2,2,-2,-0.2,2
CCCN1CCC(=O)N([C@H](CSc2ccc(OC)cc2)CC(C)C)CC1,-7,i,-4,-4,3,4,26,-0.7,0
COc1ccc(N(CC(=O)Nc2ccc(S(=O)(=O)N3CCOCC3)cc2)S(=O)(=O)c2ccccc2)cc1,-4,i,-3,26,3,1,-9,1.5,-3
CCOc1ccc(CNC(=O)Cn2nc(C)n3nc(-c4ccccc4)cc3c2=O)cc1,-2,i,-3,-9,-2,6,8,-0.1,1
CC(=O)C(Sc1nc(N(C)C)nc(N(C)C)n1)C(=O)Nc1ccccc1 (configuration not stated),-2,i,-1,0,-17,6,17,1.2,0
O=C(Nc1nc2nc(-c3ccccc3)cc(-c3ccccc3)n2n1)c1ccco1,-7,i,9,3,2,-7,-3,0.9,1
Cc1ccc(S(=O)(=O)c2nc(S(C)(=O)=O)sc2N2CCOCC2)cc1,-3,i,-1,-5,2,5,-3,-0.4,2
Cc1ccc(C(C)C)c(OCC(=O)NC2CCN(C)CC2)c1,-6,i,-1,-3,2,-10,27,0.1,-1
COc1cccc(CNC(=O)c2cccc(S(=O)(=O)N3CCN(c4ccc(F)cc4)CC3)c2)c1,-6,i,7,25,-4,-8,8,0.7,3
O=C(O)CCC(=O)c1ccc2sc3ccccc3c2c1,-4,i,3,-6,5,1,-8,0.2,-2
CC1(C(=O)Nc2cccc3c2CCCC3)CCN1C(=O)CCC1CCCC1 (configuration not stated),-1,i,-4,17,1,-3,9,-0.3,-2
COC(=O)c1cc(NS(=O)(=O)c2ccc(NC(C)=O)cc2)ccc1Cl,-3,i,2,-3,0,1,7,2.1,1
O=C(Nc1cccnc1)c1ccc(F)cc1,-2,i,1,-6,6,-2,-6,-0.7,2
CCN(CC(=O)NCCCN1CCOCC1)S(=O)(=O)c1ccc(Cl)cc1,-1,i,-2,-2,3,0,10,0.9,1

# Taken from above.
# COc1ccc(-c2ccc(C(=O)NCC3CC3)c3occc23)c(C)c1 in MT1-MMP act inh: 0
# Cc1cc(SC(C)C(=O)Nc2c(C)n(C)n(-c3ccccc3)c2=O)nc2ccccc12 (configuration not stated) in MsrA inh: 0.1

# The list continues.
SMILES,bovine MsrA act,Rpn11 block,MT1-MMP act inh,FAS TE block,CSN deneddyl inh,E coli Lon inh,PABP1 MLLE inh,MsrA inh,Rin1 Abl inh
O=C(NNC(=O)c1csc(N2CCOCC2)n1)c1cccnc1,-11,i,5,-4,6,-1,6,0.9,-4
O=C1C=CC[C@H](/C=C/C[C@@H](O)C[C@H](O)CCc2ccccc2)O1,-6,i,3,-4,1,3,6,.,0
O=C(/C=C/c1ccccc1Cl)N(Cc1cccs1)C1CCS(=O)(=O)C1 (configuration not stated),0,i,0,11,-5,-1,5,1.0,1
CSc1ccc(N2C(=O)NC3(CCCCC3)C2=O)cc1,-4,i,-4,-9,-2,-3,-8,-1.5,3
O=C(Nc1ccnn1C1CCN(Cc2ccn[nH]2)CC1)c1ccccc1,-2,i,-3,-8,-1,4,-5,-0.8,-2
Cc1ccc(S(=O)(=O)N2C[C@H]3C(=O)C[C@@H](c4ccccc4)N(S(=O)(=O)c4ccccc4[N+](=O)[O-])[C@H]3C[C@H]2c2ccccc2)cc1,-3,i,-2,35,-7,7,9,1.1,0
COc1ccc([C@H]2C[C@@H](n3cc(-c4ccc(F)cc4)nn3)[C@H](O)CN2Cc2cccs2)cc1,-1,i,2,2,-1,-6,-13,-0.6,-2
CN(C)c1ccc(N=Nc2nccs2)cc1,0,i,35,10,3,-15,-30,-0.6,-29
O=C(NNC1=NCCC1)c1cccc(S(=O)(=O)N2CCCCC2)c1,-8,i,2,-5,4,2,-12,1.7,1
CC(=O)C12OC(C)(C)OC1CC1C3CCC4=CC(=O)C=CC4(C)C3(F)C(O)CC12C (configuration not stated),-12,i,-2,-6,5,-7,-7,-0.1,1
COC(=O)c1ccc(-c2noc(CN3CCCCC3c3nccn3C)n2)cc1 (configuration not stated),-6,i,2,-7,-3,4,2,-1.0,4
Cc1cc(Cl)ccc1NC(=O)c1ccc2c(c1)OCO2,-10,i,-2,3,0,-10,-7,2.0,0
COc1cccc(N(C(=O)c2nc3nccc(C)n3n2)c2nc3ccccc3s2)c1,-13,i,-6,10,0,-2,-11,-1.1,5
CC(C)CN(C(=O)COC(=O)C1c2ccccc2Oc2ccccc21)C1CCS(=O)(=O)C1 (configuration not stated),1,i,1,14,-3,-4,-13,1.6,-3
COc1cc(CNCc2ccccn2)ccc1OCC(N)=O,-6,i,7,-8,-3,-6,-2,-0.3,0
O=C(OCCCN1C(=O)c2ccccc2C1=O)c1ccco1,-4,i,4,1,1,-9,2,1.6,1
Cc1cc(C(=O)COc2ncnc3sccc23)c(C)n1C1CC1,4,i,-2,-9,-3,-3,7,0.6,3
CC1=CC(C)(C)Nc2ccc(C)cc21,4,i,2,-6,-1,-5,20,-0.8,4
COc1ccc(NC(=S)NNC(=O)CNc2ccc(Cl)cc2)cc1,-2,i,0,1,-3,-1,17,0.4,1
Cc1ccc(S(=O)(=O)NC(C)(C)CSc2nnc(Nc3ccccc3)s2)cc1,-3,i,1,22,3,2,9,0.9,1
CCCNC(=O)CCNC(=O)[C@H](O)C(C)(C)CO,-3,i,1,-5,-2,-8,1,0.3,3
O=C(CCNS(=O)(=O)c1ccc(OC(F)(F)F)cc1)NCCc1c[nH]c2ccccc12,0,i,6,9,-1,1,2,-0.7,5
C[C@H](CO)N1C[C@H](C)[C@@H](CN(C)C(=O)Nc2ccccc2)Oc2ccc(NC(=O)CCC(F)(F)F)cc2C1=O,0,i,2,-14,5,-5,-9,-0.8,4
COc1ccc(S(=O)(=O)NCC(=O)Nc2ccc3c(c2)OCCO3)cc1OC,-11,i,-3,-6,1,6,-8,-0.3,-1
O=C(O)Cc1ccc(O)cc1,-3,i,-1,-12,-4,-5,-7,0.7,-1
O=C(Nc1ccc2c(c1)OCO2)N1CCN(C/C=C/c2ccccc2)CC1,-12,i,15,-8,5,-7,5,-0.1,-4
CCCN1CCC(=O)N([C@H](COc2ccccc2)Cc2ccccc2)CC1,-2,i,8,2,-6,-8,-2,0.5,3
COc1cc(OC)cc(-c2nc3ccccc3c(=O)n2OC(=O)c2ccc(C)c(C)c2)c1,-8,i,8,33,5,13,6,-0.1,-1
O=C(NCCCN=C1NS(=O)(=O)c2ccccc21)c1ccc(F)cc1,-3,i,1,-1,-4,-1,-2,-0.1,0
COc1ccccc1-c1ccc2c(c1)C(C)(Cc1ccc(F)c(Cl)c1)C(=O)N2 (configuration not stated),-1,i,-6,26,-6,16*,-5,-0.6,-2
CCOC(=O)C1=CCN(S(=O)(=O)c2ccccc2Br)C1c1cccc(F)c1 (configuration not stated),1,i,-4,33,-1,-4,1,-0.4,-2
CCc1c(C)nc2c(-c3ccccc3)c[nH]n2c1=O,-3,i,-7,-6,1,-1,9,1.2,-3
COc1ccc(-n2nc3c(c2NC(=O)c2ccccc2)CS(=O)(=O)C3)cc1,-5,i,4,-11,1,6,-1,-0.8,0
O=C(O)c1cc(S(=O)(=O)N2CCCCCC2)c(Cl)cc1Cl,-8,i,5,-12,-6,6,5,-0.1,-2
CN(C)C(=S)Nn1c(-c2ccccc2)nc2ccccc2c1=O,-8,i,-2,-6,0,2,8,0.3,0
CCS(=O)(=O)N1CCN(C(=O)c2ccco2)CC1,0,i,2,-6,4,-3,10,-0.2,1
CCCn1c(CN2CCN(C(=O)OCC)CC2)nc2cc(NC(=O)CC)ccc21,-1,i,-8,-7,0,-3,-6,-0.7,3
O=C(Nc1cnn(Cc2ccc(F)cc2)c1)c1cc(-c2ccco2)on1,-4,i,5,-1,4,-7,4,-0.4,-2
Cc1ccc2oc(=O)c3cc(C(=O)NCCCN4CC(C)CC(C)C4)sc3c2c1 (configuration not stated),-6,i,5,-4,-1,-5,-1,0.4,-10
CCc1cc[n+](/C(C(=S)Nc2cccc(C)c2)=C(/[O-])c2ccc(C)c([N+](=O)[O-])c2)cc1,-9,i,-4,27,14,-21,-11,1.1,-2
CCCCC(=O)N(C)c1c(CC)nc2c(OCCOc3ccccc3)cccn12,-8,i,-4,-7,-6,-16,4,0.9,1
O=C(C[C@H]1C(=O)N(c2ccc(F)c(F)c2)C[C@@H]1Cc1ccccc1)Nc1ccccc1,0,i,3,34,-1,-2,11,0.4,-3
Cn1ccnc1SCc1cn2ccccc2n1,0,i,2,-3,0,-1,6,-0.2,1
CC(C)(C)C(=O)Cn1ncc(NC2CC2)c(Br)c1=O,-2,i,-1,-4,1,2,-4,1.6,-1
CCOC(=O)N1CCC(NC(=O)CS(=O)Cc2nc(-c3ccccc3C)oc2C)CC1 (configuration not stated),-3,i,1,-2,1,3,15,0.2,-1
O=C(Nc1nnc(COc2ccc(Cl)cc2)s1)c1cccs1,-5,i,-1,-3,0,4,17,2.8,-5
COc1cc(C)c(C(=O)Oc2cc(C)c(C(=O)O)c(O)c2C)c(OC)c1C,-3,i,-5,6,8,-6,-11,-0.6,3
CCOC(=O)C(C)/C(C)=N/NC(=O)c1cc2ccccc2cc1O (configuration not stated),5,i,-22,-11,-7,-12,-18,4.4,-3
O=S(=O)(c1cc(C(F)(F)F)ccc1Cl)N1CCN(c2ccccn2)CC1,0,i,5,29,3,-10,11,-1.3,0
CC1(OCON)CCCc2ccccc21 (configuration not stated),-3,i,0,-5,-1,11,-4,0.4,1
COc1ccc(S(=O)(=O)N2CCCCCC2)cc1C(=O)OCC(=O)NC(N)=O,-2,i,0,-10,-2,1,-12,-0.4,-1

# 2 of these compounds, set out differently:
# Every second line gives: bovine MsrA act | Rpn11 block | MT1-MMP act inh | FAS TE block | CSN deneddyl inh | E coli Lon inh | PABP1 MLLE inh | MsrA inh | Rin1 Abl inh
> COc1cccc(N(C(=O)c2nc3nccc(C)n3n2)c2nc3ccccc3s2)c1
    -13 | i | -6 | 10 | 0 | -2 | -11 | -1.1 | 5
> CC(C)CN(C(=O)COC(=O)C1c2ccccc2Oc2ccccc21)C1CCS(=O)(=O)C1 (configuration not stated)
    1 | i | 1 | 14 | -3 | -4 | -13 | 1.6 | -3
